NCI-60 one-dose screen, 48 h, at 10 µM unless noted. Numbers give growth in % (100 = growth as untreated, 0 = no growth, -100 = all killed).
SNB-19: SNB-19 CNS cancer cells | 2.5% of 81,000 active
DU-145: DU-145 prostate cancer; 4.2% of 81,000 active
U251: U251 CNS tumor cells; 5.4% of 80,000 active; AID 1794753
OVCAR-8: OVCAR-8 ovarian cancer | 4.4% of 81,000 active | AID 1794782
SF-539: SF-539 CNS cancer | 6.8% of 81,000 active
OVCAR-3: OVCAR-3 ovarian cancer. 7% of 79,000 active
SF-295: SF-295 CNS cancer cells; AID 1794758; 5.6% of 79,000 active
SF-268: SF-268 CNS cancer cells; 3.1% of 82,000 active
PC-3: PC-3 prostate cancer cells. 3.9% of 80,000 active
* = called active by the depositor; . = not tested or not shown; & = joins results of further samples; ! = not active in a repeat; [ ] = dose if it differs, or a comment. Rule for the calls: active = growth percent below 10; inactive = the rest. Random draw from the library, and some 10% of all compounds hit somewhere here.

no.	Compound	SNB-19	DU-145	U251	OVCAR-8	SF-539
1	CC(=O)OCC(OC(C)=O)C(OC(C)=O)C(OC1OC(COC(C)=O)C(OC(C)=O)C(OC(C)=O)C1OC(C)=O)C(COC(C)=O)OC(C)=O (configuration not stated)	101	106	98	107	100
2	O=C(/C=C(/C=C/c1cc(F)ccc1OC(=O)c1ccccc1Nc1cccc(C(F)(F)F)c1)OB(F)F)/C=C/c1cc(F)ccc1OC(=O)c1ccccc1Nc1cccc(C(F)(F)F)c1	95	103	96	98	95
3	COc1ccc(Nc2nn3c(-c4ccccc4)cc(-c4ccccc4)nc3c2C(=O)Nc2ccccc2)c(OC)c1	69	106	70	89	85
4	COc1ccc(-c2nc3sccn3c2-c2ccnc(NCCNS(=O)(=O)c3ccc(OC)cc3)n2)cc1	85	79	77	59	94
5	COc1ccc(/C=C(\CC(=O)c2ccc(Cl)c(Cl)c2)C(=O)NCc2ccccc2)cc1	99	102	84	93	103
6	C=CCOc1ccnc(-c2ccccc2)n1	95	130	102	64	108
7	N#Cc1nnn(-c2ccc(S(N)(=O)=O)cc2)c1/N=C/c1ccc(Cl)cc1	100	99	95	93	102
8	CC1NC2CCCCC2C1CCNC(=O)C1CCN(C(=O)C2CCCCC2F)CC1 (configuration not stated)	100	104	98	98	100
9	O=C(Nc1ccc(-n2cc(-c3ccncc3)c(-c3ccc(O)c(Cl)c3)n2)cc1)Nc1ccc(Cl)c(Cl)c1	97	94	74	103	91
10	N#Cc1c(-c2ccccc2)cc(-c2ccccc2)n(CCCC(=O)Nc2ccccc2N)c1=O	62	87	57	69	52
11	CC(=O)COc1ccc(/C=C2\CCC/C(=C\c3ccc(OCC(C)=O)cc3)C2=O)cc1	83	99	88	92	84
12	O=C(O)C(c1ccc(Cl)cc1)c1ccc(Cl)cc1	98	106	95	94	97

no.	OVCAR-3	SF-295	SF-268	PC-3
1	111	97	101	97
2	115	101	98	99
3	106	91	93	100
4	81	.	67	59
5	100	100	85	74
6	147	117	94	.
7	113	100	104	91
8	104	100	97	92
9	98	73	82	.
10	26	35	60	67
11	94	104	79	81
12	110	99	103	91

Further results follow.
no.	Compound	SNB-19	DU-145	U251	OVCAR-8	SF-539
13	Nc1cccc(SCc2cc3ccccc3[nH]c2=O)c1	.	59	64	57	60
14	OC(COc1cccc2ccccc12)CN1CCN(c2ccccc2Cl)CC1 (configuration not stated)	83	109	98	98	93
15	O=c1oc2ccc3ccccc3c2cc1C1=CC=NC2SC=CN12 (configuration not stated)	99	101	102	104	102
16	O=[N+]([O-])c1ccc(N(Cc2ccccc2)Cc2ccccc2)c([N+](=O)[O-])c1	106	99	96	100	101
17	Cc1ccc(CO)c2ccccc12	108	103	103	108	101
18	COc1cccc(CCC(=O)O)c1	102	120	110	127	103
19	Nc1c(C(=O)Nc2ccccc2Cl)sc2nc3c(cc12)CN(Cc1ccccc1)CC3	109	94	114	118	102
20	Nc1c(C(=O)Nc2cccc(C(F)(F)F)c2)sc2nc3c(cc12)CCCCCC3	26	21	-18*	-37*	-87*
21	NNC(=O)CCc1ccc2ccc3ccccc3c2c1	92	101	99	96	100
22	CC1OC1C(=O)OCCOC(=O)C1OC1C (configuration not stated)	103	109	100	106	105
23	O=C(O)CCC(=O)OCc1ccccc1	103	110	108	107	98
24	CS(=O)(=O)Nc1ccc(-c2nn(-c3ccc(S(C)(=O)=O)cc3)cc2/C=C/C(=O)c2ccc(NC(=O)CO[N+](=O)[O-])cc2)cc1	100	116	101	101	101

no.	OVCAR-3	SF-295	SF-268	PC-3
13	65	19	48	63
14	101	86	99	.
15	97	95	89	91
16	89	74	92	56
17	103	.	106	99
18	111	99	110	89
19	85	100	82	104
20	0.1*	2.5*	13	52
21	96	98	99	80
22	107	96	106	97
23	119	114	108	93
24	116	97	108	98

Copied from above (13 entries):
no.	Compound	SNB-19	DU-145	U251	OVCAR-8	SF-539
9	O=C(Nc1ccc(-n2cc(-c3ccncc3)c(-c3ccc(O)c(Cl)c3)n2)cc1)Nc1ccc(Cl)c(Cl)c1	97	94	74	103	91
10	N#Cc1c(-c2ccccc2)cc(-c2ccccc2)n(CCCC(=O)Nc2ccccc2N)c1=O	62	87	57	69	52
11	CC(=O)COc1ccc(/C=C2\CCC/C(=C\c3ccc(OCC(C)=O)cc3)C2=O)cc1	83	99	88	92	84
12	O=C(O)C(c1ccc(Cl)cc1)c1ccc(Cl)cc1	98	106	95	94	97
13	Nc1cccc(SCc2cc3ccccc3[nH]c2=O)c1	.	59	64	57	60
14	OC(COc1cccc2ccccc12)CN1CCN(c2ccccc2Cl)CC1 (configuration not stated)	83	109	98	98	93
15	O=c1oc2ccc3ccccc3c2cc1C1=CC=NC2SC=CN12 (configuration not stated)	99	101	102	104	102
16	O=[N+]([O-])c1ccc(N(Cc2ccccc2)Cc2ccccc2)c([N+](=O)[O-])c1	106	99	96	100	101
17	Cc1ccc(CO)c2ccccc12	108	103	103	108	101
18	COc1cccc(CCC(=O)O)c1	102	120	110	127	103
19	Nc1c(C(=O)Nc2ccccc2Cl)sc2nc3c(cc12)CN(Cc1ccccc1)CC3	109	94	114	118	102
20	Nc1c(C(=O)Nc2cccc(C(F)(F)F)c2)sc2nc3c(cc12)CCCCCC3	26	21	-18*	-37*	-87*
21	NNC(=O)CCc1ccc2ccc3ccccc3c2c1	92	101	99	96	100

no.	OVCAR-3	SF-295	SF-268	PC-3
9	98	73	82	.
10	26	35	60	67
11	94	104	79	81
12	110	99	103	91
13	65	19	48	63
14	101	86	99	.
15	97	95	89	91
16	89	74	92	56
17	103	.	106	99
18	111	99	110	89
19	85	100	82	104
20	0.1*	2.5*	13	52
21	96	98	99	80

Next records follow.
no.	Compound	SNB-19	DU-145	U251	OVCAR-8	SF-539
25	O=C(CN1CCOCC1)Nc1ccc2ncnc(Nc3ccc(Oc4cccc(C(F)(F)F)c4)c(Cl)c3)c2c1	62	41	62	50	79
26	O=c1[nH][nH]c(=O)[nH]1	107&103	117&101	101&96	114&104	103&96
27	C#CCSc1nnc(-c2c(C)nc3ccc(Cl)cn23)o1	99	104	99	105	98
28	Cc1ccc(S(=O)(=O)N2CCc3ccc(O)c4c3C2Cc2ccc3c(c2-4)OCO3)cc1 (configuration not stated)	52	10	13	31	4.0*
29	O=c1c2ccccc2sc2c(N3CCC4(CC3)OCCO4)nc3ccccc3c12	99	100	90	92	98
30	CCCn1cc(/C=N\N=C2\C(=O)Nc3ccccc32)c2ccccc21	94	102	88	91	86
31	Nc1cccc(-c2nc3sccn3c2-c2ccnc(NCCCNS(=O)(=O)c3ccc(Br)cc3)n2)c1	101	107	110	110	100
32	O=C(CBr)c1cccc2c1ccc1ccccc12	102	98	96	98	112
33	O=S(=O)(CCS(=O)(=O)c1ccccc1)c1ccccc1	109	115	96	101	107
34	CCCCCCC(C)NCC(C)O (configuration not stated)	98	111	102	100	109
35	CCOC(=O)C(=Cc1cccc(Br)c1)C(=O)OCC	51	4.6*	27	29	4.4*
36	COc1ccc(Cl)cc1NC(=O)c1cc(C)oc1C	100	102	97	99	96

no.	OVCAR-3	SF-295	SF-268	PC-3
25	34	63	60	45
26	105&106	93&101	103&100	101&99
27	106	105	97	99
28	-48*	14	37	27
29	109	109	95	79
30	90	97	92	88
31	111	98	98	96
32	115	100	106	101
33	115	107	105	90
34	111	109	105	96
35	16	97	26	41
36	106	90	92	91

Remaining list, next part.
no.	Compound	SNB-19	DU-145	U251	OVCAR-8	SF-539
37	C[C@H](Nc1nc(N)nc(N)n1)c1nc2cccc(NCc3ccc(C(=O)NO)cc3)c2c(=O)n1-c1ccccc1	93	113	101	95	96
38	c1ccc(-c2[nH]c3ccccc3c2-c2ccccc2)cc1	98	100	88	92	85
39	Clc1nc2ccccc2cc1Cn1nnc(Cc2ccccc2)n1	90	75	76	72	81
40	CCOC(=O)c1ncc(-c2ccc(C(F)(F)F)cc2)c(NC2CCCCCC2)n1	92	99	101	102	117
41	COc1ccc(NS(=O)C2CCCCC2)cc1 (configuration not stated)	98	116	97	91	98
42	COc1c2ccoc2c(/C=C/C=O)c2oc(-c3ccccc3)cc(=O)c12	87	63	16	26	38
43	CCOc1ccc2nc(NCc3ccc(N(C)C)cc3)sc2c1	99	105	93	98	94
44	CCOC(=O)c1c(-c2ccco2)c(C#N)c(=O)n(-c2cccc(C(F)(F)F)c2)c1N	97	104	100	100	102
45	NS(=O)(=O)c1ccc(C(=O)N/N=C/c2cn(S(=O)(=O)c3ccccc3)c3ccccc23)cc1	85	103	89	94	84
46	O=C(Nc1ccc2c(C(F)(F)F)cc(C(F)(F)F)nc2n1)c1ccccc1	100	108	109	104	106
47	NC(=S)COc1ccccc1	108	112	.	.	102
48	CSc1nc(NC(=O)CN2CCN(c3cc4c(cc3F)c(=O)c(C(=O)O)cn4C3CC3)CC2)cc(=O)[nH]1	59	106	73	97	75

no.	OVCAR-3	SF-295	SF-268	PC-3
37	106	106	101	99
38	96	88	106	79
39	60	48	66	.
40	101	100	93	81
41	111	96	105	93
42	58	51	40	38
43	102	98	92	95
44	100	101	96	107
45	.	96	85	89
46	132	99	117	100
47	106	.	107	104
48	98	90	101	96

(continued)
no.	Compound	SNB-19	DU-145	U251	OVCAR-8	SF-539
49	O=S1(=O)CCN(CCCCc2ccccc2)CC1	100	100	95	106	93
50	COC(=O)c1cc(Cl)cc([N+](=O)[O-])c1O	108	.	112	105	107
51	Cc1cc(C)nc(NS(=O)(=O)c2ccc(Nc3nc(-c4cccc([N+](=O)[O-])c4)cs3)cc2)n1	93	104	85	96	104
52	COc1ccc(/C=C/C(=O)c2c(O)c(OC)c3c(c2OC)OCO3)cc1	97	97	92	91	97
53	O=C1NC(=S)NC1Cn1c(-c2ccccc2)nc2ccccc21 (configuration not stated)	91	110	99	99	101
54	CCCCN(CCCC)c1cc(OCC)ccc1OCC	93	130	95	98	109
55	N#Cc1c(Nc2ccccc2)nc2n(c1=O)-c1ccccc1Sc1ccccc1-2	78	90	89	75	84
56	Cc1nn(-c2ccccc2)c2ncc3c(c12)C(=O)N(c1ccccc1)C3=O	98	122	97	.	.
57	CCN(CC)c1ccc(N=C2C=C(C(=O)Nc3ccc(S(C)(=O)=O)cc3)C(=O)c3ccccc32)c(C)c1	35	118	49	96	27
58	CC(C)(C)NC(=O)c1ccc(C(=O)NC(C)(C)C)cc1	111	133	104	105	102
59	COc1cc2c(Nc3ccc(Cl)c(Cl)c3F)ncnc2cc1OCC1C[C@@H]2CN(C)C[C@@H]2C1 (some centres not stated)	-93*!	-84*!	-98*!	-88*!	-94*!
60	CCCCN(CCCC)CC(O)c1cc(-c2ccc(Cl)c(Cl)c2)cc2cc(Cl)ccc12 (configuration not stated)	96	82	83	94	84

no.	OVCAR-3	SF-295	SF-268	PC-3
49	103	90	97	97
50	114	101	112	97
51	111	97	102	92
52	101	99	97	99
53	102	102	99	100
54	94	109	106	89
55	69	84	85	61
56	113	97	114	106
57	60	71	35	49
58	133	134	117	100
59	-54*!	-56*	-70*!	-57*!
60	104	.	101	71

Next records:
no.	Compound	SNB-19	DU-145	U251	OVCAR-8	SF-539
61	CC(C)(C)n1cc(-c2ccnc(NCCNS(=O)(=O)c3ccc(Br)cc3)c2)c(-c2ccccc2)n1	93	93	70	89	88
62	O=c1oc2ccccc2cc1-c1csc(N=Nc2c(O)n(Cc3ccccc3)c3ccccc23)n1	64	101	36	87	62
63	O=C(NCCCNC(=O)c1ccc[nH]c1=O)c1cc(-c2ccccc2)on1	76	63	76	60	71
64	CC(=O)c1cccc(N(C)S(=O)(=O)c2ccc(C)cc2)c1	97	98	87	101	79
65	S=C1NC2(c3ccccc3)CCC(=S)N2c2ccccc21 (configuration not stated)	98	115	95	100	107
66	COc1ccccc1NC(=O)OCC#CCOC(=O)Nc1ccccc1OC	89&104	97&146	96&97	98&106	92&100
67	Cc1nc([N+](=O)[O-])c(Sc2nncc(-c3ccccc3)n2)n1C	116	67	79	89	106
68	CCOC(=O)c1cccnc1Nc1ccc(NC(=O)Nc2c(C)cccc2Cl)cc1	99	112	106	97	86
69	Cc1ccc(-c2nc(-c3cn(C)c4ncccc34)cs2)cc1	-21*[100 µM]	-56*[100 µM]	-7.8*[100 µM]	-3.3*[100 µM]	-79*[100 µM]

no.	OVCAR-3	SF-295	SF-268	PC-3
61	93	88	87	61
62	97	52	60	87
63	81	.	105	72
64	105	93	93	85
65	119	107	102	97
66	86&127	94&105	89&116	89&102
67	78	144	94	98
68	.	98	96	99
69	-29*[100 µM]	-42*[100 µM]	2.7*[100 µM]	-21*[100 µM]

Screens from PubChem.
